Mito fusion yeast = inhibitors of mitochondrial division or activators of mitochondrial fusion | Potency, µM (doses to about 46.1 µM), for the others: at the top dose growth rescue (activation), usual class: activators | S. cerevisiae fusion-defective mutant growth rescue, CellTiterGlo 48 h | 320,000 tested, 0.23% active;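 also: potency is read from the fitted curve at half-maximal effect; % of control where 0% means no effect; nearly all actives have a fitted effect of over 45% in size; temperature-sensitive fusion mutants such as fzo1-1 at 37 °C on non-fermentable ethanol glycerol medium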
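Luminescent cell viability in 1536-well qHTS format served as the measure of rescued growth in ts fusion-mutant S. cerevisiae cultured on non-fermentable YPEG for 48 hours at 37C.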
USP2a inh = blocks human ubiquitin-specific protease USP2a. O75604. USP2 core, Ub-CHOP2 coupled fluorogenic reporter, 485/531. Potency, µM (titrated, usually from 38.3 µM), inactives show top-dose activity change, negative = inhibition, most hits filed as inhibitors. 330,000 tested, 0.01% active. AID 463254;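 also: potency is read from the fitted curve at half-maximal effect; plate controls were DMSO wells for no effect and full inhibition by NEM control for full effect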
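Deubiquitinase activity read as fluorescence (485/531 nm) after Ub-CHOP2 cleavage activates the enterokinase reporter on its substrate; USP2 core 10nM, Ub-CHOP2 and substrate 25nM each, 30min compound preincubation then 60min RT; data normalized to NEM, curves fitted.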
KCNH2 3.1 inh = blocks the human KCNH2 3.1 channel isoform. U2OS KCNH2 3.1, thallium flux FluxOr; active compounds read low. activity change, % (tested at about 1.8 µM). 340,000 tested, 0.95% active. AID 720553;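 active = maximum activity change below -70%; inconclusive = maximum activity change from -70% to -50%; inactive = maximum activity change above -50%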;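 also: thallium influx rate constant from kinetic fluorescence after stimulation buffer; % is scaled to controls: 0 for no effect and ±100 for the full control effect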
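We transduce U2OS cells with the mutant 3.1 virus, culture them overnight, load FluxOr with Red40 quencher for 45 min, then add stimulation buffer and read kinetically for 2 min to derive a normalized rate constant.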
TRPV1 ag = agonists of human vanilloid receptor 1 (TRPV1) | 320,000 tested, 0.19% active | Q8NER1 | TRPV1-expressing cells, Fluo-8 calcium influx, agonist mode | activation, % at 8.33 µM | AID 540275; in the data active = activation above about 80%; inconclusive = between about 30% and that limit; also: 0% is about no effect
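Fluo-8 calcium influx in TRPV1-expressing cells, kinetic read (ex 480/em 520 nm). Compound added and read 3 min for agonist activity, followed by capsaicin at EC20 final and 2 min further read for enhancement.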
hERG WT inh = inhibitors of human wildtype KCNH2 potassium channel; U2OS, BacMam KCNH2, thallium flux FluxOr; active compounds read low; 340,000 tested, 0.37% active; activity change, % at 1.84 µM;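 active = maximum activity change below -70%; inconclusive = maximum activity change between -70% and -50%; inactive = maximum activity change above -50%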; also: % is scaled to controls: 0 for no effect and ±100 for the full control effect
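U2OS cells were transduced with wild-type KCNH2 virus (2.03 x 10^8 / mL) for 4 h at room temperature, then cultured overnight at 37 C. Thallium flux was read with FluxOr dye. Rate constants were normalized to DMSO controls.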
TCR act = activates T cell receptor signaling; primary human leukocytes, anti-CD3, IL-2 HTRF, 48 h; Potency, µM (titrated, usually from 9.22 µM), for the others: at the top dose activation of IL-2 secretion, usual class: activators; 330,000 tested, under 10 active; also: % of control where 0% means no effect
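IL-2 produced over 48 hr by a-CD3 bead-stimulated primary human leukocytes exposed to compounds was detected with a homogeneous time-resolved FRET immunoassay, 665nm acceptor signal after 320nm excitation.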
TSHR antag = human thyrotropin receptor antagonism | TSHR-expressing cells, TSH-stimulated cAMP HTRF, 2 h; active compounds read low | activity change, negative = inhibition, % at 11.5 µM | P16473 | 330,000 tested, 0.2% active;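 active = activity change below a set negative limit, meaning inhibition stronger than a set level, cut at about -70% in these data; inconclusive = activity change between two set negative limits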; also: % is scaled to controls: 0 for no effect and ±100 for the full control effect
Target sequence (P16473 whole entry, looked up): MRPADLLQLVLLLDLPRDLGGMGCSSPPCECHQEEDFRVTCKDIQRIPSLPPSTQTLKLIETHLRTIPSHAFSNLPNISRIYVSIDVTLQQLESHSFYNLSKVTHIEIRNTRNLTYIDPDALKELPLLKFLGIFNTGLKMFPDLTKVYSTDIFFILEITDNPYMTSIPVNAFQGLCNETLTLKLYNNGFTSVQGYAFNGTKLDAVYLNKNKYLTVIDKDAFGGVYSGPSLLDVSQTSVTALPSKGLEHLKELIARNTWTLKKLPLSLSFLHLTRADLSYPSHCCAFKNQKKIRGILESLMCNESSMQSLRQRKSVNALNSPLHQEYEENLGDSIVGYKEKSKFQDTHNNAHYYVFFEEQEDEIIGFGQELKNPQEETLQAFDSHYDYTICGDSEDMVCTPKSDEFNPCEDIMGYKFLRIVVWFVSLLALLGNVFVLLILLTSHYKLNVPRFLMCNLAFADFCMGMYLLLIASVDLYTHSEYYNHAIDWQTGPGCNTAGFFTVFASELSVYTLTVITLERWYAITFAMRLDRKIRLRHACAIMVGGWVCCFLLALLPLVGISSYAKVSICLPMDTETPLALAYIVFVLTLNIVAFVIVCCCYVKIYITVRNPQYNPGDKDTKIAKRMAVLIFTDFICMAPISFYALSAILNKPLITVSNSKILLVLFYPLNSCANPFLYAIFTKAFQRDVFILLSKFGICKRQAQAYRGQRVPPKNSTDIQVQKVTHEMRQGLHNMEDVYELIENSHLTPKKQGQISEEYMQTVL
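Read-out is FRET at 665 nm (cryptate excitation 337 nm) from a cryptate-tagged anti-cAMP antibody, competed by cell cAMP against cAMP-d2. Compounds are tested on freshly harvested TSHR cells challenged with 4nM TSH (EC80) for 2 hours at 37 deg C.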
AT treatment = potential ataxia-telangiectasia treatment; […] A-T fibroblasts, KAP-1 phosphorylation AlphaLISA; neocarzinostatin DNA damage 30 min before lysis; 320,000 tested, 0.19% active; Potency, µM (highest dose often 57.5 µM), for inactives: at the highest dose activation, most hits filed as activators; AID 485349; also: potency is read from the fitted curve at half-maximal effect; % of control where 0% means no effect; nearly all actives have a fitted effect of over 45% in size
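ATM-like activity read as KAP-1 phosphorylation via AlphaLISA donor/acceptor antibody pairs after lysis and 6 hr at 25C. Cells were ATM-null patient fibroblasts ([…], hTERT), dosed 60 min, then exposed to the DSB inducer NCS for 30 min.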
Eya2 phos inh = blocks the phosphatase activity of human Eya2; 330,000 tested, 0.006% active; O00167; Potency, µM (top dose mostly 76.9 µM), without a hit: at the top dose activity, negative = inhibition, actives largely listed as inhibitors; recombinant Eya2, OMFP fluorescence dephosphorylation (OMFP is methylfluorescein phosphate); AID 488837; also: potency is read from the fitted curve at half-maximal effect; % is scaled to controls: 0 for no effect and ±100 for the full control effect
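Eya2 (0.2 uM) preincubated 10 min at ambient with compound, then OMFP substrate added at 50 uM; 10 min reaction in 50 mM HEPES pH 7.5, 50 mM NaCl, 5 uM MgCl2, 0.05% BSA, 1 mM DTT. Fluorescence read at Ex 485/Em 525 nm.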
ELG1 DNA repair = blocks ELG1-dependent DNA repair in HEK293T cells | 330,000 tested, 2.3% active | HEK293T ELG1-luciferase reporter, luminescence, 16 h; DNA damage induced by 5-fluorouridine | Potency, µM (top dose mostly 46.1 µM), for the others: at the top dose activity change, negative = inhibition, most hits filed as inhibitors | AID 504467; also: potency is read from the fitted curve at half-maximal effect; % is scaled to controls: 0 for no effect and ±100 for the full control effect; nearly all actives have a fitted effect of over 55% in size
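In this reporter screen, reduction of luminescence relative to DMSO vehicle indicated activity. Compounds and 5-fluorouridine were added together to 2,000 cells per well, incubated for 16 hr at 37 °C, then developed with ONE-Glo.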
Numbers without * were called inactive; ? = inconclusive; / = no result given; [ ] = another dose, or the depositor's remark. Unless noted, calls follow the shape of the dose curve; as a rule, active = well fitted curve in the direction sought with a large enough effect; inconclusive = small, poorly fitted or top-dose-only effect, or another doubt; inactive = no such curve, though single readings can be large; an effect the other way counts as inactive or inconclusive. These rows are one share of the data. The share of hits here may be higher or lower than overall.

SMILES	Mito fusion yeast	USP2a inh	KCNH2 3.1 inh	TRPV1 ag	hERG WT inh	TCR act	TSHR antag	AT treatment	Eya2 phos inh	ELG1 DNA repair
COc1ccc(CCNS(=O)(=O)c2cccc3nsnc23)cc1OC	-5%	2%	10	24	-3	-1%	11	1%	6%	5%
O=C1N(c2ccccc2)C(c2ccc(Cl)cc2)N2CCCN12 (stereo not drawn)	-1%	3%	2	0	0	3%[46.1 µM]	2	3%	8%	3%
CCCCCn1cnc2c(sc3nc4c(cc32)CSC(C)(C)C4)c1=O	3%	-1%	-24	2	-2	-2%[46.1 µM]	20	1%	2%	?
N#CCCN1CCN(C(=S)c2ccc(-c3cc(Cl)ccc3Cl)o2)CC1	4%	-4%	11	7	9	7%	-11	-1%	2%	-14%
O=c1oc(-c2cccs2)nc2scc(-c3cccs3)c12	6%	-2%	0	-2	-4	-1%	-19	8%	-6%	?
OC(CC#CCN1CCCCC1)(c1ccccc1)c1ccccc1	-8%	-4%	26	4	-2	-3%	12	4%	?	-4%
O=C(CSC(=S)N1CCCC1)NCCc1ccccc1	-1%	0%	-8	14	-3	4%	-5	1%	2%	18%
Cc1nc(-c2ccc(C(=O)Nc3cc(S(N)(=O)=O)ccc3C)cc2)cs1	-6%	-1%	-28	-4	-9	/	22	0%	13%	20%
O=C(CSc1n[nH]c(-c2ccncc2)n1)NC1CCS(=O)(=O)C1 (stereo not drawn)	-2%	0%	0	0	-10	/	17	?	21%[15.4 µM]	-5%
c1ccc(CSc2ccc(-c3ccccn3)nn2)cc1	-1%	7%	32	?	-3	-1%	27	22%	10%	?
Cc1ccccc1NC(=O)C(C)O/N=C/c1cccc([N+](=O)[O-])c1 (stereo not drawn)	0%	-1%	-16	17	-1	-8%	-4	/	2%	-24%
COc1ccc(C2=CSC3=NCCN23)cc1OC	-5%	1%	1	-2	4	/	-10	-6%	-1%	?
COCCn1c(N)c(N(Cc2ccccc2)C(=O)c2ccc(C#N)cc2)c(=O)[nH]c1=O	-8%	0%	20	-1	2	1%	-5	4%	-7%	0%
Cn1c(=O)c2c(nc(Oc3ccccn3)n2C)n(C)c1=O	-7%	1%	/	1	/	/	-3	6%	27%	12%
COc1ccc(NC(=O)CSc2nccn2Cc2ccc(F)cc2)cc1	0%	3%	-4	5	-8	2%	-7	1%	2%	-3%
O=C(c1cccnc1)N1CCN(S(=O)(=O)c2cccc(Cl)c2)CC1	2%	0%	/	-1	-8	2%	-3	12%	-10%	-1%
Cc1ccc(S(=O)(=O)c2nc(S(C)(=O)=O)sc2N2CCCCC2C)cc1 (stereo not drawn)	6%	3%	-1	5	1	1%	30	-8%	-2%	?
Cc1ccc(S(=O)(=O)N2CCN(C(=O)CSc3nnc(C)s3)C2)cc1	-4%	-1%	5	1	-24	1%	5	7%	11%	4%
CCN(CC)S(=O)(=O)c1cc(NC(=O)c2cc([N+](=O)[O-])ccc2N2CCOCC2)ccc1C	-1%	-1%	/	-2	3	2%	0	16%	0%	?
CCOc1cc(/C=N/NC(=O)CSc2nncn2C)ccc1OCc1ccccc1	2%	2%	0	-3	1	5%[46.1 µM]	3	4%	0%	5%
CSc1nnc(CSc2cc(C)nc(N(C)C)n2)o1	3%	-2%	-5	2	32	-2%[46.1 µM]	5	-11%	-5%	5%
N#Cc1nc(Cc2ccccc2)oc1N1CCC(Cc2ccccc2)CC1	1%	-1%	-8	17	6	-8%	-6	-1%	-22%	-17%
CCc1cc(C(=O)N2CCN(S(=O)(=O)c3ccc(Cl)cc3)CC2)sc1C	-3%	-2%	-21	6	4	-1%	9	2%	-12%	-8%
COc1cccc(OC)c1OCCCCn1cnc2ccccc2c1=O	8%	-3%	21	13	/	8%	-8	0%	-3%	?
CCc1[nH]nc(C(=O)N2CCCC(Nc3cccc(F)c3)C2)c1C (stereo not drawn)	-6%	3%	11	-3	-3	3%	7	2%	8%	?
CCOc1ccc(C(=O)Nc2cc(NC(=O)c3ccc(OCC)c(Cl)c3)cc(C(=O)O)c2)cc1Cl	-4%	-15%	9	-1	0	-4%	4	-3%	7%	7%
CN(C)C(=O)c1ccc(Nc2ncnc3sc4c(c23)CCCCC4)cc1	16%	-1%	3	2	-1	-5%	-19	-4%	2%	-7%
Cc1cc(NC(=O)CSCC(=O)N(C)Cc2ccc(F)cc2)no1	0%	2%	0	4	-9	1%	-11	12%	-1%	10%
CN(Cc1ccccc1)c1ncnc2sccc12	-14%	-1%	-7	7	-124*	0%	-14	0%	13%	-27%
CC(C)[C@H](NC(=O)c1ccc(F)cc1)C(=O)NC1=NCCS1	23%	2%	10	-1	?	5%	10	-2%	-2%	19%
Cc1cccc(N2CCN(C(=O)c3ccncc3)CC2C)c1 (stereo not drawn)	2%	3%	5	?	0	/	-1	6%	26%	?
Cc1ccc(S(=O)(=O)c2cnc(-c3ccccc3)nc2N2CCN(C)CC2)cc1	-5%	1%	-2	8	51	0%	-4	-7%	3%	6%
Cc1ccc(S(=O)(=O)N/N=C/c2ccc(OC3CSC3)cc2)cc1	0%	0%	17	0	0	-8%	-10	-7%	-5%	1%
COc1cccc2cc(-c3csc(CCn4nc(C)cc4C)n3)c(=O)oc12	9%	0%	-5	15	5	1%	-20	4%	6%	-10%
COc1ccc(C(=O)SC2=NCCS2)cc1OC	0%	2%	-24	0	-5	0%	10	7%	3%	11%
CC(C)(C)CC(=O)NCCc1csc(-c2ccccc2)n1	-1%	10%	-6	?	1	-1%	-4	3%	?	14%
CCSc1nsc(NC(=O)Nc2cccc(OC)c2)n1	-6%	1%	0	20	-7	-25%	-49	7%	7%	-9%
CCN(C(=O)c1ccc(Cl)c(S(=O)(=O)Nc2c(C)n(C)n(-c3ccccc3)c2=O)c1)c1ccccc1	/	0%	5	/	-1	-5%	3	12%	-17%	?
O=C(O)CC(NC(=O)C1c2ccccc2Oc2ccccc21)c1ccc(OC2CCCC2)cc1 (stereo not drawn)	-2%	0%	9	4	-1	1%	-14	2%	-1%	6%
CCN1C(=O)/C(=C/N2CCc3ccccc3C2)SC1=S	-6%	-2%	3	-1	-4	-11%	33	8%	14%	?
CCOCCOC(=O)C1=C(C)NC(=O)NC1c1cc2c(cc1Br)OCO2 (stereo not drawn)	0%	1%	-1	-3	-7	-14%	-7	-11%	-23%	6%
O=C(CN1CCN(C(=O)C2COc3ccccc3O2)CC1)Nc1ccccc1 (stereo not drawn)	1%	-6%	16	/	-1	-4%	0	1%	9%	-21%
O=C1NC(c2ccccc2O)Nc2ccccc21 (stereo not drawn)	0%	-1%	-1	-5	-7	-2%	-6	3%	10%	6%
NC(=O)CCC(=O)N1CCCC(C(=O)c2ccc(C(F)(F)F)cc2)C1 (stereo not drawn)	2%	5%	-5	6	-8	-2%	-12	1%	10%	-4%
O=C1N[C@@H](c2ccccc2)COC(=O)[C@H](Cc2ccc(F)cc2)CC/C=C/C[C@H]1CC(=O)N(CCO)Cc1ccccc1	/	1%	-22	/	4	-2%	-15	9%	-22%	?
Cc1cc(=O)[nH]c(SCC(=O)NCCC2=CCCCC2)n1	-2%	-1%	9	3	-1	0%	-4	2%	4%	-12%
CCOC(=O)/C(=N\Nc1cccc(C(F)(F)F)c1)N1CCOCC1	-13%	-1%	3	1	-14	5%	-1	0%	0%	-3%
O=C(Nc1oc2ccccc2c(=O)c1-c1ccc(Cl)cc1)c1ccco1	23%	-1%	-4	7	6	-5%	61	19%	-2%	-3%

Bioassay records deposited in PubChem BioAssay by National Center for Advancing Translational Sciences (NCATS).
